PV pol inh – poliovirus RNA polymerase inhibition; P03300; 0.66% of 150,000 active; % elongation, % (compound at 16.7 µg/mL); poliovirus polymerase elongation, fluorescence polarization; hits give low values; in the data active means % elongation below about 90%; further: some results filed as inactive read as strong as hits
Target sequence (P03300 1749-2209 limits assumed): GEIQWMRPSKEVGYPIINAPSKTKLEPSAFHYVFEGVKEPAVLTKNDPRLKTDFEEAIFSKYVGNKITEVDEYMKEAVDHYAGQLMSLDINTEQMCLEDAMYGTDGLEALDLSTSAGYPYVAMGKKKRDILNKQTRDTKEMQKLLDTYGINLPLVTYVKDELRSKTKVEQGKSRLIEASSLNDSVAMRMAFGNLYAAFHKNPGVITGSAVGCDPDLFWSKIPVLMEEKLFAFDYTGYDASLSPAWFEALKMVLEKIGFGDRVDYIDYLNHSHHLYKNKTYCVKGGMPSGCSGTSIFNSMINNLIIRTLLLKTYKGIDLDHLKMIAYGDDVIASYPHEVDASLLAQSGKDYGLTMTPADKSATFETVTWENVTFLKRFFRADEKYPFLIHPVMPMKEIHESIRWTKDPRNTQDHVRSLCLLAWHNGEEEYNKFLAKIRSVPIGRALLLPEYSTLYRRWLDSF
PV pol inh FP z-score – also measured in PV pol inh; calls as there; z-score; measured here: FP z-score; hits read low
* hit, by the source's call.

Preview (six entries):
SMILES | PV pol inh | PV pol inh FP z-score
COc1ccc(-c2nc(CSCC(=O)N3CCN(c4ccccc4F)CC3)c(C)o2)cc1 | 102.0 | -0.5
O=c1oc2ccccc2c(NCc2ccc3c(c2)OCO3)c1CN1CCCC1 | 104.0 | 0.9
CC1=C(C(=O)OCc2ccccc2)C(c2cccc(Cl)c2Cl)CC(=O)N1 (centres undefined) | 109.0 | 1
Cc1ccc(Cl)cc1N1CCN(C(=O)CCCCCn2c(=S)[nH]c3cc4c(cc3c2=O)OCO4)CC1 | 102.0 | 0.6
CC1=C(C#N)C(=O)N(CC(C)O)C(=O)/C1=C/c1ccc(-c2ccc(Cl)cc2)o1 (centres undefined) | 99.0 | -0.7
CCC(Sc1nc2c(cc1C#N)CCCCC2)C(=O)Nc1cc(C)on1 (centres undefined) | 101.0 | -0.2

Results, previewed entries included:
SMILES | PV pol inh | PV pol inh FP z-score
COc1ccc(-c2nc(CSCC(=O)N3CCN(c4ccccc4F)CC3)c(C)o2)cc1 | 102.0 | -0.5
O=c1oc2ccccc2c(NCc2ccc3c(c2)OCO3)c1CN1CCCC1 | 104.0 | 0.9
CC1=C(C(=O)OCc2ccccc2)C(c2cccc(Cl)c2Cl)CC(=O)N1 (centres undefined) | 109.0 | 1
Cc1ccc(Cl)cc1N1CCN(C(=O)CCCCCn2c(=S)[nH]c3cc4c(cc3c2=O)OCO4)CC1 | 102.0 | 0.6
CC1=C(C#N)C(=O)N(CC(C)O)C(=O)/C1=C/c1ccc(-c2ccc(Cl)cc2)o1 (centres undefined) | 99.0 | -0.7
CCC(Sc1nc2c(cc1C#N)CCCCC2)C(=O)Nc1cc(C)on1 (centres undefined) | 101.0 | -0.2
NC(=O)C1CCN(C(=O)/C(=C/c2ccco2)NC(=O)c2ccccc2)CC1 | 104.0 | 0.4
CCOc1ccc(C(=O)OCc2cc(=O)n3cc(C)sc3n2)cc1 | 107.0 | 0.1
O=C(CSc1cn(CCNC(=O)c2c(F)cccc2F)c2ccccc12)Nc1ccc2c(c1)OCCO2 | 105.0 | 0.1
O=C(COC(=O)c1ccccc1SCC(=O)N1CCCC1)Nc1nnc(-c2ccccc2)o1 | 106.0 | 0.3
COc1cccc(NC(=O)CSc2nc(O)c(C/C=C/c3ccccc3)c(=O)[nH]2)c1 | 102.0 | -0.9
[O-][n+]1onc2c3nsnc3c(Br)cc21 | 99.0 | -0.6
Nc1cc2c(cc1-n1cccc1)OCCO2 | 103.0 | 0.5
Nc1cc(F)ccc1N1CCCCCC1 | 99.0 | -0.7
O=C(NCCN1CCCc2ccccc21)Nc1ccc2c(c1)OCCO2 | 101.0 | 0.2
CC(C)C(NC(=O)Cc1ccccc1)C(=O)N1CCN(c2cccc(Cl)c2)CC1 (centres undefined) | 103.0 | 0
COCCNC(=O)C1CCN(Cc2cc3ccccc3n2Cc2ccc(C)cc2)CC1 | 108.0 | 0.4
CN1CCC[C@H]1c1cccnc1 | 98.0 | -0.1
CN1C(=O)/C(=C/c2ccco2)SC1=Nc1cccc(C(=O)O)c1 | 102.0 | -0.2
Cc1cc(-c2cccc(S(=O)(=O)N3CCOCC3)c2)n2c(nc3ccccc32)c1C#N | 103.0 | 0.2
O=C(c1ccc(F)cc1)C1CCN(C(=O)NC2CCCCC2)CC1 | 99.0 | -0.9
CCCCc1ccc(-n2c(-c3ccc(F)cc3)coc2=O)cc1 | 101.0 | -0.4
CC1CC(C)CN(Cc2cn3c(-c4ccc(Br)cc4)nnc3s2)C1 (centres undefined) | 100.0 | -0.7
CCCCn1c(O)c(N=NC(=O)c2ccccc2)c2ccccc21 | 103.0 | 0.2
C#CCOc1c(Br)cc(C2C(C(=O)OC)=C(C)NC3=C2C(=O)c2ccccc23)cc1OCC (centres undefined) | 104.0 | -0.2

(next part)
SMILES | PV pol inh | PV pol inh FP z-score
CCOC(=O)c1c(NC(=O)c2ccccc2Cl)sc2c1CCCC2 | 105.0 | 0.5
COc1ccc(S(=O)(=O)NCCc2sc(-c3ccccc3)nc2C)cc1F | 109.0 | 0.3
O=C(O)/C=C/C(=O)Nc1ccccc1 | 105.0 | 0.5
CC1=CC(=O)C(C(=O)/C=C/c2ccc3c(c2)OCO3)C(=O)O1 (centres undefined) | 53.0 | -7.1
COC(=O)c1ccc(C2C3=C(CC(C)(C)CC3=O)Nc3ccccc3N2C(=O)C(C)C)cc1 (centres undefined) | 103.0 | 0.3
COc1cc2c(=O)n(CC3CCCO3)c(=O)n(CC(=O)c3cccc(Br)c3)c2cc1OC (centres undefined) | 101.0 | 0.1
COC(=O)c1cc2sccc2n1C(C)C(=O)Nc1ccccc1OC (centres undefined) | 103.0 | 0.3
C=C[C@H]1CN2CC[C@H]1C[C@@H]2[C@@H](OC(=O)OCC)c1ccnc2ccc(OC)cc12 | 100.0 | 0.3
CC(C)NC(=O)C(C)n1ncn2cccc2c1=O (centres undefined) | 104.0 | 0.4
COc1ccccc1NC(=O)c1ccc(N)cc1 | 101.0 | -0.1
Cc1ccccc1Nc1c(-c2ccc(N3CCOCC3)cc2)nc2ccccn12 | 108.0 | 0.8
CCc1ccccc1NC(=O)c1sc(-n2nc(C)c(Cc3ccccc3)c2C)nc1C | 108.0 | 0.4
CCN(CC)c1nc(N)nc(Nc2ccc3cc(-c4ccccc4)c(=O)oc3c2)n1 | 101.0 | 0.4
CC(=O)NC1C2CN3CCN(C2)CC1(Cc1ccccc1)C3 (centres undefined) | 101.0 | 0.1
CCOC(=O)c1cc2c(ccc3ccccc32)o1 | 103.0 | 0.8
NC(=O)c1ccsc1NC(=O)COc1ccccc1 | 96.0 | -2.7
N#C/C(=C/c1cc(Br)c(Br)o1)c1ccccc1 | 107.0 | 0.5
NC(=O)Cc1nnc(-c2ccccc2)c(-c2ccccc2)n1 | 100.0 | -0.6
O=C(NCc1ccccc1)c1cc(C2CC2)[nH]n1 | 105.0 | 1.2
COc1ccccc1CNc1nc2c(S(=O)(=O)c3ccc(C)c(C)c3)nnn2c2ccc(Cl)cc12 | 108.0 | 0.9
COc1ccc(-n2c(=O)c3c(c4cc(OC)ccc4n3C)n(Cc3cc(C)ccc3C)c2=O)cc1 | 107.0 | -0.2
Cc1ccc(NC(=O)Cn2c(=O)n(CCCS(=O)(=O)C3CCCCC3)c(=O)c3ccccc32)cc1F | 106.0 | -0.6
CCOc1ccc(NC(=O)CCS(=O)(=O)c2cccc3nonc23)cc1 | 106.0 | 0.5
CC(OC(=O)c1nn(C)c(=O)c2ccccc12)c1ccccc1 (centres undefined) | 106.0 | 0.6
COC(=O)c1cccc(-n2c(CCC(=O)O)ccc2-c2ccccc2)c1 | 101.0 | -0.2

Remaining list, next part:
SMILES | PV pol inh | PV pol inh FP z-score
CC(C)CC(=O)Nc1nc2c(s1)CC(C(C)(C)C)CC2 (centres undefined) | 110.0 | 0.5
CCC(CO)n1c(SCc2ccc(C#N)cc2)nc2cc(OC)c(OC)cc2c1=O (centres undefined) | 105.0 | 0.7
Cc1oc(-c2ccccc2Cl)nc1CS(=O)CC(=O)NC1CC1 (centres undefined) | 101.0 | -0.1
CSc1cccc(-n2nnc(-c3nsc(NC(=O)c4cccs4)n3)c2C)c1 | 109.0 | 0.6
Cc1ccccc1NC(=O)COc1ccc2c(c1)OC(C)(C)CC2=O | 106.0 | 0.4
C/C=C/C(=O)OCc1ccccc1Cl | 103.0 | 0.1
Cc1ccc(C)c(N2CCN(C(=O)c3cccc(-n4c(C)nc5cccnc54)c3)CC2)c1 | 110.0 | 0.5
Cc1ccc(C(C)C)c(OCC(=O)Nc2nonc2NC(=O)COc2cc(C)ccc2C(C)C)c1 | 102.0 | 0.6
Cc1cc(O)c(C=Nc2ccc(F)cc2)c(=O)o1 | 101.0 | -0.1
Cc1cc(=O)n(Cc2cccc(Cl)c2)c2c1c(C)nn2C | 106.0 | -0.1
COc1ccc(NC(=O)CN2CCN(S(=O)(=O)/C=C/c3ccccc3)CC2)cc1 | 104.0 | 0.1
CCN(Cc1ccc(OC)cc1)c1ccc(-c2nc(-c3ccncc3)no2)cc1[N+](=O)[O-] | 104.0 | -0.8
CC(=O)Nc1ccc(SC2CCOC2=O)cc1 (centres undefined) | 104.0 | 0.1
COc1ccc(C(=O)NCc2ccc3c(c2)CCN3C(=O)c2ccc(Cl)cc2)c(OC)c1 | 112.0 | 1.1
c1ccc(-c2nn[nH]n2)cc1 | 102.0 | 0.1
OCCNc1ncnc2ccccc12 | 103.0 | 0.3
O=C1OC(c2ccccc2)=N/C1=C\c1cn(-c2ccccc2)nc1-c1cccs1 | 104.0 | 0.4
N#Cc1ccc(CN2CCc3ccccc3C2)cc1 | 101.0 | 0.1
NNC(=O)c1nc(-c2ccccc2)cc(-c2ccccc2)n1 | 103.0 | 0.5
N=C1C(c2nc3ccccc3s2)=C(O)CN1/N=C/c1ccc(-c2ccc(S(=O)(=O)Nc3ncccn3)cc2)o1 | 98.0 | -0.4
CSc1nn(CC(=O)Nc2ccccc2F)c(N)c1S(=O)(=O)c1ccccc1 | 102.0 | -1.1
CNC(=S)NCc1ccc2[nH]c3c(c2c1)CCCC3 | 98.0 | -1.4
Cc1cc(SCC(=O)N(C)C2CCS(=O)(=O)C2)nc2ccccc12 (centres undefined) | 105.0 | 0.2
CN(C)c1ccc(C(CNC(=O)c2ccc(C(C)(C)C)cc2)N2CCCC2)cc1 (centres undefined) | 108.0 | 0.4
O=C(COC(=O)C12CCC(=O)N1c1ccccc1S2)c1c[nH]c2ccccc12 (centres undefined) | 103.0 | 0

By substructure: those above containing a furan ring, fused or not (6)
SMILES | PV pol inh | PV pol inh FP z-score
CC1=C(C#N)C(=O)N(CC(C)O)C(=O)/C1=C/c1ccc(-c2ccc(Cl)cc2)o1 (centres undefined) | 99.0 | -0.7
NC(=O)C1CCN(C(=O)/C(=C/c2ccco2)NC(=O)c2ccccc2)CC1 | 104.0 | 0.4
CN1C(=O)/C(=C/c2ccco2)SC1=Nc1cccc(C(=O)O)c1 | 102.0 | -0.2
CCOC(=O)c1cc2c(ccc3ccccc32)o1 | 103.0 | 0.8
N#C/C(=C/c1cc(Br)c(Br)o1)c1ccccc1 | 107.0 | 0.5
N=C1C(c2nc3ccccc3s2)=C(O)CN1/N=C/c1ccc(-c2ccc(S(=O)(=O)Nc3ncccn3)cc2)o1 | 98.0 | -0.4

Continuation.
SMILES | PV pol inh | PV pol inh FP z-score
N#Cc1nc2[nH]c(-c3ccccc3)cc(=O)n2c1C#N | 90.0* | -0.9*
CCc1c(O)nc(SCC(=O)NC(C)(C)C)n(-c2ccc(F)cc2)c1=O | 103.0 | 0
CN(C)c1ccc(/C=C2/Sc3ccccc3C2=O)cc1 | 121.0 | 5.4
CCOC(=O)c1ccc(N=C2SC(C(=O)O)CC(=O)N2Cc2cccs2)cc1 (centres undefined) | 102.0 | 0.1
Cc1oc2ncnc(N3CCCCC3)c2c1C(=O)Nc1cccc(F)c1 | 102.0 | -0.8
Cc1ccc(OCc2nc(C#N)c(NCCCN(C)C)o2)cc1 | 101.0 | 0.1
Cc1ccc2c(CC(=O)Nc3c(C(=O)c4ccc(F)cc4)oc4ccccc34)coc2c1C | 115.0 | 0
Cc1ccnc(NC2c3ccccc3C(=O)N2Cc2ccccc2)c1 (centres undefined) | 102.0 | 0.4
Cc1ccc(C)c(CSc2c(C(C)C)cnc3c2c(=O)n(C)c(=O)n3C)c1 | 110.0 | 0.4
FC(F)(F)c1cc2[nH]c(=S)[nH]c2cc1Cl | 95.0 | -0.9
Cc1ccc(S(=O)(=O)c2nc(-c3ccccc3Br)oc2N(C)C)cc1 | 103.0 | 0.3
O=C(NC1CCCCC1)c1ccc2c(c1)NC(=O)C(CS(=O)(=O)Cc1ccc(F)cc1)N2 (centres undefined) | 102.0 | 0.6
CCc1ccc(Oc2coc3cc(OC(C)C(=O)OCC(C)C)ccc3c2=O)cc1 (centres undefined) | 102.0 | 0.2
Cc1ccc2c(C)c(C(=O)N(Cc3ccccc3F)C3CCS(=O)(=O)C3)oc2c1 (centres undefined) | 103.0 | 0.2
CCc1c(C)sc2c1CCN(C(=O)Nc1cc(C)cc(C)c1)C2c1ccccc1 (centres undefined) | 110.0 | 0.8
CCOC(=O)c1ccc(NC(=O)CCc2c(C)nc3nc[nH]n3c2=O)cc1 | 104.0 | -0.9
COc1ccc(-c2nc3ccccc3s2)cc1NC(=O)c1ccccc1OC | 104.0 | 0
Cc1cc(SCC(=O)NCc2ccccc2Cl)nc(=O)[nH]1 | 107.0 | 0
Cc1nc(SCCOc2ccc(Cl)cc2)[nH]c(=O)c1Cc1ccccc1 | 111.0 | 1.1
COc1ccc(NC(=O)CN2C(=O)COc3ccc(S(=O)(=O)N4CCCCC4)cc32)cc1Cl | 114.0 | -0.1
CCOC(=O)c1ccc(NC(=S)NN2CCN(C)CC2)cc1 | 103.0 | 0.3
CCOC(=O)Cn1c(=O)n(CC2CCCO2)c2nc(-c3ccccc3)nc(C(N)=O)c21 (centres undefined) | 103.0 | -0.8
O=C(Nc1ccc(NC(=O)c2ccccc2O)cc1)c1ccc(Cl)cc1 | 99.0 | -0.6
Cc1ccc2c(c1)cc1c(=O)n(CC(=O)N(C)c3ccccc3)nc(C)n12 | 108.0 | 0.4
CCCNC(=O)c1c(C)cc(=O)oc1C | 100.0 | -0.7

Continuation:
SMILES | PV pol inh | PV pol inh FP z-score
CCOc1ccc2c(c1)nc1n2C(=O)C(c2ccccc2)CS1 (centres undefined) | 100.0 | 0
CCOc1ccc(Sc2cc(C(=O)NCc3ccc(F)cc3)c3ccccc3n2)cc1 | 115.0 | 1.1
Cc1nc2c(c(C)c1CCC(=O)N1CCCC1)c(=O)n(C)c(=O)n2C | 101.0 | 0.5
CCN(C(=O)c1noc2c1CCCC2)c1ccccc1 | 107.0 | 0.9
CC1(C)CC(=O)C=C(NCC(c2cccs2)N2CCOCC2)C1 (centres undefined) | 107.0 | 0.8
COc1ccccc1Cn1cccc1C1=NC(CC(C)C)CO1 (centres undefined) | 99.0 | -0.5
CCS(=O)(=O)c1nnnn1-c1ccccc1 | 103.0 | 0.3
Cc1cc(C)cc(CC(C)CC(=O)Nc2ccccc2I)c1 (centres undefined) | 100.0 | -0.2
COC(=O)c1ccc(CNC(=O)c2oc3ccc(OC)cc3c2C)cc1 | 101.0 | -0.2
COc1cc(C2CC(C(F)(F)F)n3ncc(C(=O)NC(C)(C)C)c3N2)cc(OC)c1OC (centres undefined) | 103.0 | 0.3
COc1ccc(-c2c(C)nn3c(NCCC4=CCCCC4)cc(C)nc23)cc1OC | 104.0 | 1
COc1ccc2c(c1)-c1nc(N)sc1CC2 | 102.0 | -0.1

Bioassay records as filed in PubChem.

Some of the compounds tested; rates above refer to the full screens.
